Assay outcomes (PubChem BioAssay)
FXN GAA850 act: activators of GAA850 frataxin (FXN) promoter; HEK293 lucGAA850 FXN promoter luciferase reporter, 24 h; percent of 10 µM SAHA response; activation, % at 6 µM; 0.56% of 360,000 active;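 active = activation above the average of all compounds screened plus 3 SD, cutoff fixed separately per campaign, cut at about 7.5% in these data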;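 note: 0% = DMSO wells and 100% = 10 µM SAHA wells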
Tn6 DDE FP: DD(E)-Tn6 binding inhibition, primary FP screen. Fibrin DD(E) TRITC-Tn6 fluorescence polarization displacement. inhibition, % at 8.3 µM. 0.21% of 370,000 active;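 active = inhibition above a per-campaign cutoff: mean of compounds within control limits plus 3 SD, cut at about 15% in these data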;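 note: 0% = median of all compound wells on the plate and 100% = blocking peptide control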
ARFGAP1 inhibitor: inhibitors of rat ARFGAP1 | Q62848 | Arfgap1-stimulated ARF1 GTP hydrolysis, GDP FP detection | inhibition, % at 16.5 µM | 0.26% of 360,000 active | AID 651572;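 active = inhibition above a per-plate limit, mean inhibition of low control wells plus 3 SD, cut at about 25% in these data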;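 note: 0% = DMSO wells with enzyme and 100% = wells lacking Arfgap1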
Target sequence (Q62848 1-136 limits assumed): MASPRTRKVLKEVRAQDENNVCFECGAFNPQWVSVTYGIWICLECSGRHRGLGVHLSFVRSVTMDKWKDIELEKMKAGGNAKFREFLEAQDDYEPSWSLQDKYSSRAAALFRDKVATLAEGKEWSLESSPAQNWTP
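Assay system: purified rat His6-Arfgap1 residues 1-136 (GAP domain); Reagent: human Δ17 ARF1 bound to GTP; Dosing: 16.5 µM single point, 1.26% DMSO; Times: GTP hydrolysis reaction 2 h at 25 °C; Signal: FP, GDP Alexa 633 tracer displaced from anti-GDP antibody, 620/688 nm; Measure: % inhibition from polarization.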
ADAM10 inh: ADAM10 inhibition, QFRET primary screen; 0.62% of 370,000 active; inhibition, % at 7 µM; recombinant ADAM10, EDANS/DABCYL FRET peptide cleavage, 3 h; O14672;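 active = inhibition above a per-campaign cutoff equal to the mean of compounds falling between control-based bounds plus 3 SD, cut at about 20% in these data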;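 note: 0% = DMSO wells while the 100% control is not disclosed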
Target sequence (O14672 214-748 limits assumed): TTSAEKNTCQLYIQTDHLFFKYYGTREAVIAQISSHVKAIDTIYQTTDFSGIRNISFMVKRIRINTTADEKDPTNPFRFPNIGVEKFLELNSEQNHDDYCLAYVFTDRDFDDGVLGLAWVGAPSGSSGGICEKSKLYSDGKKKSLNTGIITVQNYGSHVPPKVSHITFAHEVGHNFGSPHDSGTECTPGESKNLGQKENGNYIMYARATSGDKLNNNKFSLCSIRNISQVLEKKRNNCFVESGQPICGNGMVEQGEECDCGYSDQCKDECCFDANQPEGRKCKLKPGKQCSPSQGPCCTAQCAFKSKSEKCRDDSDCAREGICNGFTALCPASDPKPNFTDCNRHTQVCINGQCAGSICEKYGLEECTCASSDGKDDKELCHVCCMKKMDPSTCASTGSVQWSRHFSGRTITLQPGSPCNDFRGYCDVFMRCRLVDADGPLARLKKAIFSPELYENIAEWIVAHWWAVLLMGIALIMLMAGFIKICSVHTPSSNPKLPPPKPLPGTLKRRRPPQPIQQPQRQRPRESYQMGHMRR
ASAP1 inh: blocks human ASAP1-stimulated Arf1 GTP hydrolysis; Q9ULH1; GDP FP detection; inhibition, % at 16.5 µM; 0.19% of 360,000 active; AID 624377; in the data active = inhibition above about 25%;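 note: 0% = vehicle with enzyme and substrate and 100% = no enzyme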
HGIII-sPLA2 inh: Blocks human group III sPLA2 activity; 0.56% of 370,000 active; Q9NZ20; inhibition, % at 12.2 µM; AID 743126; QFRET BODIPY PC-A2 liposome hydrolysis, fluorescence;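 active = inhibition above mean plus 3 SD of compounds lying within the high and low control bounds, cut at about 19% in these data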;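 note: 0% = median of test compound wells and 100% = no enzyme DMSO wells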
rCAG binder: r(CAG) repeat RNA binding. TO-PRO-1 dye displacement fluorescence. AID 651821. 1.3% of 370,000 active. inhibition, % at 3 µM;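 active = inhibition above the plate cutoff, the mean of all test compounds on that plate plus 3 SD, cut at about 35% in these data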;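 note: 0% = DMSO alone and 100% = 100 µM mitoxantrone as full dye displacement; higher means more dye released from RNA so lower well fluorescence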
GC-B act: GC-B (human) receptor activation. HEK293-GC-B cells, CNP EC30, cGMP TR-FRET; 0% at EC30 CNP, 100% saturating CNP. AID 1920062. activation, % at 10 µM. 0.11% of 370,000 active. P20594;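 active = activation at 10 µM reaching about 35% in either raw or pattern-adjusted values, limit read from the data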
KLK7 zymogen act: proKLK7 (human) activation, primary screen. P49862. purified proKLK7, EDANS-DABCYL substrate fluorescence; 100% is mature enzyme control, 0% vehicle. activation, % at 7 µM. 0.9% of 370,000 active. AID 652039;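 active = activation above the mean of all tested compounds plus 3 SD, computed per campaign excluding outliers beyond control limits, cut at about 13% in these data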
Target sequence (P49862 whole entry, looked up): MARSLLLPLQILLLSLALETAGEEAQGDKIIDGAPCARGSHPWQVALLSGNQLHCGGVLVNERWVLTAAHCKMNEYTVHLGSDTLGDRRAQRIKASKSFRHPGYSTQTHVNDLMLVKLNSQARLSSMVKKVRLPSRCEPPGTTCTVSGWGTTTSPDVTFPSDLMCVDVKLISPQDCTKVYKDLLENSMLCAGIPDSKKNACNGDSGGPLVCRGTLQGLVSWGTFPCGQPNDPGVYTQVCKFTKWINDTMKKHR
NPR1 activator: GC-A (human) enzyme activation; 0.14% of 370,000 active; P16066; AID 1671463; HEK293 GC-A cells, cGMP TR-FRET, EC30 ANP; 0% at EC30 ANP, 100% saturating ANP; activation, % at 10 µM; in the data active = activation above about 40%
Starred values were filed as active, the others as inactive; nt = no result given.

Value order – FXN GAA850 act | Tn6 DDE FP | ARFGAP1 inhibitor | ADAM10 inh | ASAP1 inh | HGIII-sPLA2 inh | rCAG binder | GC-B act | KLK7 zymogen act | NPR1 activator
Clc1ccc(-c2nc3n(n2)Cc2ccccc2-3)cc1
    2.0 | 0.4 | 6.7 | 0.4 | 1.4 | 1.8 | -1.3 | 0.2 | 0.1 | 5.4
O=C(OCC(=O)N1CCCC1)c1cc(Cl)ccc1Cl
    1.3 | 6.4 | -16.1 | -6.7 | -1.6 | 9.7 | -3.1 | 2.5 | 0.5 | 1.4
COc1ccc(C2=Nc3ccccc3N(C(=O)c3ccc(C)cc3)C2C(=O)NCc2ccccc2)cc1 (stereo not given)
    nt | -4.1 | 6.2 | -1.0 | -9.7 | -11.1 | 9.5 | -3.8 | -60.4 | 1.4
O=C(NCc1ccc(F)cc1)C(c1ccccc1)N(C(=O)c1csnn1)C1CC1 (stereo not given)
    0.7 | 3.5 | 20.4 | 4.7 | 3.3 | -0.4 | -5.3 | 1.3 | -0.7 | -2.3
O=C(O)CCc1nn2c3ccccc3n(CCN3CCCCC3)c2nc1=O
    2.3 | 7.1 | -5.0 | -242.3 | -5.2 | -1.0 | 1.4 | 5.1 | 46.2* | 6.0
O=C(C#Cc1ccccc1)c1ccc([N+](=O)[O-])cc1
    12.9* | -0.2 | -8.7 | 0.7 | 6.0 | -0.9 | 1.8 | 33.4 | 0.1 | 39.1
CC1CC(C)CN(C(=O)C(C)N2CCN(S(=O)(=O)c3ccccc3F)CC2)C1 (stereo not given)
    -1.4 | -1.6 | -3.1 | -7.8 | -7.5 | 6.8 | -2.3 | 4.4 | 0.2 | -0.7
CC(C)Oc1ccc(S(=O)(=O)N2CCOCC2)cc1NC(=O)CC1CCCC1
    0.0 | 2.0 | -0.5 | -0.9 | -9.9 | -3.3 | -0.2 | 11.0 | 0.4 | 1.6
Cn1c(SCC2CCCO2)nnc1-c1ccc([N+](=O)[O-])cc1 (stereo not given)
    0.2 | -4.6 | -2.5 | 1.9 | 11.7 | 7.8 | 4.6 | -4.7 | 0.3 | 1.5
COCCSc1nnc(NC(=O)c2ccco2)s1
    4.8 | -4.5 | -13.6 | -10.0 | 11.1 | 15.8 | -2.3 | 3.5 | 0.3 | 2.4
CCCCC[n+]1ccn(-c2nc3ccccc3nc2[N-]S(=O)(=O)c2ccccc2)c1
    -0.5 | 3.6 | -5.0 | -293.4 | -8.6 | -2.6 | -4.4 | 3.5 | -0.5 | -2.6
COc1ccc(S(=O)(=O)NCC(=O)N(CC(=O)NCc2ccco2)C2CCCC2)cc1
    -1.6 | 5.0 | -2.4 | 1.7 | -6.3 | 4.9 | -2.4 | -0.6 | -0.1 | 5.7
CC(=O)Nc1ccc(SC[C@H](Cc2ccccc2)N2CC[C@@H](C(C)(C)C)CCC2=O)cc1
    1.4 | -1.9 | -10.6 | 36.1* | 13.0 | -7.6 | 1.8 | 1.2 | 0.0 | -0.7
CC1CN(c2nc(Nc3ccccc3F)nc(N)c2[N+](=O)[O-])CC(C)O1 (stereo not given)
    5.8 | 1.9 | -7.7 | -3.2 | 7.9 | -2.1 | -5.7 | 0.6 | 0.4 | 3.4
CC(=O)Nc1ccc(Nc2ccc(S(=O)(=O)C(F)(F)F)cc2[N+](=O)[O-])cc1
    1.8 | 9.9 | -3.2 | 4.1 | 16.0 | 17.9 | 0.9 | 3.0 | 0.1 | 5.2
CC1CCCCN1C(=O)CN1C(=O)c2ccccc2S1(=O)=O (stereo not given)
    2.5 | 1.7 | -5.7 | 6.0 | 1.1 | 0.0 | 1.4 | 5.5 | 0.1 | 1.4
CCC1(C)N(O)C(C)(C)C(c2ccc(OC)cc2)=[N+]1[O-] (stereo not given)
    1.8 | 5.7 | 6.8 | -0.2 | -2.6 | 0.2 | -0.1 | -1.6 | 0.3 | -1.1
c1ccc(COc2cccc(CNn3cnnc3)c2)cc1
    5.8 | -1.1 | 0.8 | -7.5 | -17.1 | -3.4 | -2.0 | 0.6 | 0.7 | 0.9
COC(=O)c1sc(NC(=O)c2c(OC)cccc2OC)c(C#N)c1C
    -2.3 | -8.2 | 0.5 | -4.8 | 12.4 | 4.1 | -0.1 | -3.3 | -0.1 | 7.3
C=C(C)c1cccc(C(C)(C)NC(=O)N2CCCC(C)C2)c1 (stereo not given)
    0.1 | 1.3 | 1.5 | 1.8 | -7.5 | 0.3 | -3.5 | 1.0 | 0.2 | -0.2
CC1CCCC(NC(=O)COC(=O)c2cccnc2Cl)C1C (stereo not given)
    1.4 | 0.4 | -3.4 | -7.4 | -1.0 | -1.5 | 1.5 | 3.2 | 0.1 | 0.0
COc1cc(OC)cc(-c2nc3ccccc3s2)c1
    2.7 | -1.2 | 13.5 | -5.8 | 6.0 | 0.3 | 5.5 | -8.8 | -0.8 | 4.8
O=C(c1ccc([N+](=O)[O-])cc1)N(Cc1ccccc1)Cc1ccccc1
    1.4 | -1.7 | -0.2 | 9.5 | 0.0 | -0.7 | 0.0 | -9.9 | 0.8 | -20.6
COC(=O)c1cc(S(=O)(=O)N2CCCC(C)C2)cn1C (stereo not given)
    0.9 | -8.8 | 1.8 | 2.3 | 2.5 | -2.6 | -0.8 | 1.2 | 0.5 | -0.1
O=C(Nc1ccccc1)C1CC2CCC1C2 (stereo not given)
    0.2 | 1.2 | 15.8 | 9.6 | -7.7 | 0.1 | 3.5 | 2.9 | -0.3 | 0.1
COc1ccc(C2c3ccc4ccccc4c3Oc3ncn(Cc4ccco4)c(=N)c32)cc1OC (stereo not given)
    -6.5 | -5.4 | -2.4 | 10.4 | 15.8 | -12.6 | 7.6 | -11.4 | -0.6 | -7.8
Cc1ccn(CC(=O)N2CCCC(Nc3ccc(F)c(F)c3)C2)n1 (stereo not given)
    2.7 | 3.1 | -1.4 | -15.6 | 3.0 | -0.8 | -3.0 | 5.3 | -0.4 | 0.7
COC(=O)[C@H](NC(=O)c1cc(-c2ccccc2)sc1N)C(C)C
    nt | -14.1 | -2.8 | -46.6 | -1.9 | 15.4 | 9.2 | -2.9 | 0.7 | -0.8
CCCNC(=O)C1(C)CCCN(C(=O)c2sccc2C)C1 (stereo not given)
    -0.5 | 5.6 | -5.8 | -1.3 | -2.1 | -3.9 | 1.2 | 2.3 | -0.9 | -2.8
Cc1ccc2nc(N(CCN(C)C)C(=O)c3ccc4c(c3)OCCO4)sc2c1
    3.6 | -7.7 | 2.5 | -1.9 | -4.2 | 2.7 | -9.8 | -4.3 | 0.2 | -1.1
COc1ccc(N2CCN(CCC(=O)c3ccc4ccccc4c3)CC2)cc1
    1.4 | 5.2 | 0.6 | -14.3 | -3.7 | 13.7 | -5.0 | 3.4 | 21.9* | -1.4
CC1CCN(CCCCOc2ccccc2F)CC1
    0.8 | 2.5 | -3.0 | -0.1 | -5.5 | 0.8 | -0.8 | -0.7 | -0.5 | 0.9
CC(C)CN(CC(C)C)C(=O)CN1C(=O)NC2(CCc3ccccc3C2)C1=O (stereo not given)
    2.0 | 10.3 | 4.7 | 0.8 | 0.4 | 2.3 | -10.1 | -4.3 | 0.8 | 5.4
COc1ccc(NCc2nnc(-c3ccccc3)o2)cc1
    0.8 | -2.5 | 8.0 | 2.2 | 13.1 | 4.2 | 0.5 | 5.2 | -0.6 | -3.6
CCc1ccc(NC(=O)CCCNC(=O)Cn2cnc3sc(C)c(C)c3c2=O)cc1
    0.8 | -0.9 | 6.4 | 1.5 | -4.5 | -1.3 | -0.9 | 0.8 | -0.1 | -1.6
COc1ccccc1NC(=O)c1c(O)c2ccccc2[nH]c1=O
    1.7 | 2.5 | -2.3 | -2.3 | -3.3 | 0.1 | -1.5 | -2.5 | -0.2 | -5.5
CCOC(=O)c1cc2occc2n1CC(=O)Nc1ccc(OC)cc1OC
    0.1 | -0.4 | -2.2 | 2.8 | -2.5 | -8.3 | -2.7 | 2.2 | -0.1 | -2.6
CCC1(C)CC(c2nc(-c3ccc(OC)cc3)cs2)CCS1 (stereo not given)
    2.3 | -7.4 | 3.5 | 1.4 | 8.5 | 2.6 | 0.2 | -0.3 | -0.1 | -3.0
O=C1OCCC1Sc1nc(-c2ccccc2)cs1 (stereo not given)
    1.4 | 3.0 | 0.1 | 1.1 | -17.7 | -28.9 | -4.7 | 11.6 | -0.4 | 72.5*
Brc1cc(Br)c2nc3c(cc2c1)CCC3
    2.6 | 3.4 | 4.0 | 8.5 | -8.6 | 9.1 | -2.7 | 4.2 | -0.2 | 17.4
Cc1c(C(=O)N2CCCC2)nnn1-c1nonc1N
    -2.2 | 10.0 | -4.6 | -0.3 | 4.9 | 3.0 | 0.0 | 1.9 | 0.3 | -1.4
Cc1ccc(S(=O)(=O)N2CCN(S(=O)(=O)N3CCOCC3)CC2)c(C)c1
    0.3 | -3.8 | 3.1 | 15.3 | 5.7 | 2.2 | -4.8 | 2.3 | -1.2 | 2.7
CCN(CC)C(=O)c1ccc(S(=O)(=O)c2ccccc2)cc1
    -0.3 | 0.5 | -3.8 | -3.4 | 16.2 | -2.8 | -2.5 | 6.8 | 0.5 | 3.4
CCOC(=O)C(C)c1c(C)[nH]c(=S)[nH]c1=O (stereo not given)
    -1.0 | 6.0 | 13.6 | 6.3 | -1.6 | 15.9 | 1.9 | -2.1 | 0.0 | 3.5
CCn1c(O)c(/C=N/n2cnnc2)sc1=S
    -1.9 | 0.6 | 3.6 | -2.8 | -7.2 | -3.0 | 2.1 | 2.9 | -0.4 | -1.9
O=C(Nc1ccc(Br)cc1F)c1ccc2nsnc2c1
    2.9 | 5.8 | 22.4 | -1.4 | 7.5 | 8.7 | -0.5 | -6.7 | -0.7 | 5.9
Cc1ncc([N+](=O)[O-])n1Cc1ccccc1F
    3.6 | 1.4 | 18.8 | -2.8 | 5.5 | 5.5 | -2.6 | 1.7 | 0.6 | 3.2
COCCN(CCOC)S(=O)(=O)c1ccc(OC)cc1
    -1.0 | 1.4 | -4.3 | 3.5 | 2.8 | 1.9 | -1.9 | 3.3 | 0.1 | -0.1
CC1CN(C(NC(=O)c2ccccc2)C(Cl)(Cl)Cl)CC(C)O1 (stereo not given)
    2.1 | -0.2 | 3.6 | 5.8 | 9.2 | 0.2 | -3.2 | -0.3 | 0.1 | 0.7
CCN1CCN(CC(O)COc2ccc3c(c2)CCC3)CC1 (stereo not given)
    -0.8 | -6.3 | 11.4 | -6.6 | -2.9 | 15.3 | 1.0 | 0.7 | -0.5 | -0.5
CCN(CC)c1ccc(NC(=O)CCc2nnc3ccc(N4CCCC4)nn23)c(C)c1
    -1.6 | 0.1 | -13.3 | -14.2 | 6.9 | 4.0 | -4.4 | -9.9 | -0.5 | -2.3
COc1ccc(OCc2nn3c(-c4ccccc4)nnc3s2)cc1
    nt | 10.9 | nt | -7.7 | nt | 10.5 | 1.2 | -1.8 | 0.3 | 0.8
